S100A4 MyoIIA – inhibitors of human S100A4 binding to myosin IIA peptide. P26447. S100A4/TAMRA-MyoIIA peptide fluorescence polarization. inhibition, % at 10.7 µM. actives 0.14% (n = 360,000). AID 652163;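 active = mean inhibition of at least 70% across replicates, with every replicate also reaching that level; inconclusive = mean inhibition reaches 70% but some replicates fall short; inactive = mean inhibition below 70%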
Target sequence (P26447 whole entry, looked up): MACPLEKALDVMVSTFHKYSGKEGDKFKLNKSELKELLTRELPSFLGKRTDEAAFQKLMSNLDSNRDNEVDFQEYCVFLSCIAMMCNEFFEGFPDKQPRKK
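Material: S100A4 monomer (human). Medium: Calcium-containing HEPES buffer, pH 7.2. Probe or stimulus: labelled myosin peptide probe, 5 nM. Compound dosing: one concentration per compound. Timing: polarization read 5 min after assay mix addition, stable 5–60 min. Benchmarks: DMSO as neutral control, TFP as positive control.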
LGR2 inh – Drosophila LGR2 receptor signaling inhibition | HEK293 LGR2, CRE-luciferase, bursicon-stimulated, 4 h | inhibition, % at 9.99 µM | actives 0.35% (n = 380,000);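 active = drop in luminescence signal, shown as inhibition above about 50% in the replicate tests, limit read from the data, passing the limit was not always enough; inconclusive = probably only some replicates passing the limit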;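 also: agonist challenge used bursicon conditioned medium at about half maximal strength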
C2C12 statin – suppressors of simvastatin-induced myotoxicity in C2C12 myotubes. rescue of ATP level, % at 7.49 µM. ATP luminescence, 48 h; scaled: DMSO 0, geranylgeraniol control 100. actives 0.78% (n = 330,000);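 active = mean ATP rescue above about 67%, or every replicate alone reaching that limit, limit read from the data, passing the limit was not always enough; inconclusive = no clear call, values can overlap the other calls; inactive = mean under the limit and some replicate under it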;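 also: myotubes were challenged with 10 µM simvastatin during compound exposure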
PGC1a acetyl inh – PGC1a acetylation modulation, inhibitor mode; AID 651687; U2OS PGC1a acetylation, AlphaScreen anti-acetyl-lysine; with virally co-expressed GCN5 acetyltransferase; actives 0.17% (n = 350,000); inhibition, % at 15.6 µM;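 active = every replicate shows inhibition of at least 40%; inconclusive = mean inhibition at least 40% but some replicate below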;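 also: 0% = neutral control wells and 100% = positive control wells; some results beyond the cut were filed as inactive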
ERAP1 inh – inhibitors of human ERAP1 aminopeptidase | Q9NZ08 | recombinant ERAP1, Leu-AMC fluorescence, 60 min | inhibition, % at 10.7 µM | actives 0.15% (n = 340,000);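 active = mean replicate inhibition of at least 30%, or all replicates individually reaching that 30% level; inactive = mean below 30% and not every replicate reaching it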;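 also: 0% = neutral control wells and 100% = L-leucinethiol positive control wells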
Target sequence (Q9NZ08 whole entry, looked up): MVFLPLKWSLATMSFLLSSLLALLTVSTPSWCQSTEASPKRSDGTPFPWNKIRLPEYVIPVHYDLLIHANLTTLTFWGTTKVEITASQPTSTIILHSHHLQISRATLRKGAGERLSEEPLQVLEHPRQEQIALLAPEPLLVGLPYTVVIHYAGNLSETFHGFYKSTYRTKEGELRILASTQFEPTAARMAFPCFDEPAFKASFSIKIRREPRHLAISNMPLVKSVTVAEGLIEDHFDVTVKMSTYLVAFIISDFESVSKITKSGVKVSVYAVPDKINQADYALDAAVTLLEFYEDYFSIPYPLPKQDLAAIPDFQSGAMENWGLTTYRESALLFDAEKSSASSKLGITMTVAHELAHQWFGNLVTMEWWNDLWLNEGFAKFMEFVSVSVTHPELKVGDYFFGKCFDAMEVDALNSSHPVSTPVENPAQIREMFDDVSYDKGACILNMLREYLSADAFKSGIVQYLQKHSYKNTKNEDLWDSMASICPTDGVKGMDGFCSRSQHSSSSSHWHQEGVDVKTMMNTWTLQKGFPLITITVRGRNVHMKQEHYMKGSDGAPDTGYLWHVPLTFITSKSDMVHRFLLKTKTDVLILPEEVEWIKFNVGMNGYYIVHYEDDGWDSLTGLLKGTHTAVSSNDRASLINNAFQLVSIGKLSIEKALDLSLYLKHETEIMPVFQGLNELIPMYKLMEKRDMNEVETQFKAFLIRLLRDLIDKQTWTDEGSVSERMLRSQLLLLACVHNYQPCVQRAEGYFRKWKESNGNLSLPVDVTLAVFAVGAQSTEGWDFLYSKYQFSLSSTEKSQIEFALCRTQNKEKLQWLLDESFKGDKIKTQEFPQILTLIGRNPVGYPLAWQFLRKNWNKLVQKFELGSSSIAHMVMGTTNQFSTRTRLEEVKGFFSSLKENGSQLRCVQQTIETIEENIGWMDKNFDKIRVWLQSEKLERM
Xi reactivation – X-chromosome reactivation activator | XiGFP mouse fibroblasts, % GFP-positive cells imaging, 3 d; cells co-treated with 5-aza-dC sensitizer; scaled so ellipticine positive control = 100% | activation, % at 7.58 µM | actives 0.055% (n = 360,000) | AID 743238;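 active = mean normalized replicate activation at least 10% and every replicate at or above 10%; inconclusive = only one of the two criteria met; inactive = mean below 10% and not all replicates reach 10%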;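 also: 0% = median of on-plate neutral control wells and 100% = ellipticine 6 µM median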
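Material: XiGFP fibroblasts, SV40-immortalized; Buffer or medium: DMEM containing 5-aza-dC; Compound dosing: single point; Times: 3 days compound exposure.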
Cneo AK release – Cryptococcus neoformans lysis via adenylate kinase release; C. neoformans lysis, adenylate kinase release luminescence, 4 h; normalised: neutral wells 0, clomiphene wells 100; lysis activity, % at 15 µM; actives 0.2% (n = 360,000); AID 651654;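 active = mean lysis activity across replicates of at least 80%, whatever share of replicates individually reach that level; inactive = mean lysis activity below 80%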
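Assay system: Cryptococcus neoformans yeast cells / Dosing: single-point compound dose / Timing: 4 h at 37 °C static, read 1 h later / Measured by: luminescence of released adenylate kinase using an AK detection reagent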
SIRT5 inh – sirtuin-5 (human) deacylase inhibition; Purified SirT5, succinyl-peptide AMC, trypsin-coupled fluorescence; inhibition, % at 15 µM; actives 1.1% (n = 330,000); in the data active = inhibition above about 15%; inconclusive = no clear call, values can overlap the other calls
The depositor's hits bear a star; ? = inconclusive; · = not tested or not shown. A portion of the library. The share of hits here may be higher or lower than overall.

SMILES	S100A4 MyoIIA	LGR2 inh	C2C12 statin	PGC1a acetyl inh	ERAP1 inh	Xi reactivation	Cneo AK release	SIRT5 inh
COC(=O)C[C@@H]1CC[C@H]2[C@H](COc3ccc(NS(=O)(=O)c4ccccc4Cl)cc3C(=O)N2C)O1	2	2	2	·	-2	0.0	-2	2
COc1ccc(-n2nc(C(=O)NCc3cc(OC)ccc3OC)c3c4ccccc4n(C)c3c2=O)cc1	-2	2	-2	-11	3	0.1	·	1
Cc1nc2sccn2c(=O)c1Cl	0	9	5	2	6	·	-1	-1
CC(=O)c1c(C)[nH]c(C(=O)COC(=O)CCOc2ccc(C)cc2)c1C	-13	-2	7	-4	-2	0.0	2	1
CC(C(=O)OCC(=O)Nc1ccc(S(N)(=O)=O)cc1)N1C(=O)c2ccccc2C1=O (stereo unspecified)	6	13	-1	2	1	0.0	0	-1
Cn1c(/C=N/O)nc2ccccc21	-4	-10	4	-2	·	·	·	-16
O=C(C[C@@H]1C=C[C@@H](NC(=O)CN2CCOCC2)[C@@H](CO)O1)NC1CCCCC1	3	-9	-6	-11	-1	0.0	-5	1
CC(C)C(=O)Nc1ccc2c(c1)C(=O)N(C)[C@@H]1CC[C@H](CC(=O)NCCc3ccccc3)O[C@@H]1CO2	·	11	-23	5	·	0.0	1	·
COCC#Cc1ccc2c(c1)O[C@@H](CN(C)S(=O)(=O)c1cccc(OC)c1)[C@H](C)CN([C@H](C)CO)S2(=O)=O	10	9	-71	-5	2	-1.2	-1	4
CC(C)c1ccc(NC2CCCN(C(=O)c3ccoc3)C2)cc1 (stereo unspecified)	-3	-21	-1	-9	-3	0.0	0	-5
CCc1noc(C)c1C(=O)Nc1cc(S(=O)(=O)N2CCOCC2)ccc1OCC(F)(F)F	-1	2	-21	-9	1	-0.1	0	0
CC(=O)c1ccc(OC(=O)Oc2ccc(C(C)=O)cc2)cc1	-7	0	·	·	1	-0.1	·	·
CCn1cc(C(=O)NCC(=O)NC(C)(C)CO)c(=O)c2cc3c(cc21)OCO3	-1	8	1	10	-2	0.0	-7	1
O=C1CC(N2CCN(c3ccc(F)cc3)CC2)C(=O)N1c1ccccc1 (stereo unspecified)	-3	21	4	2	1	0.0	2	-1
O=C(Cc1cc(=O)[nH]c(=O)[nH]1)NCc1ccc(Cl)cc1	-1	20	-5	4	-3	0.1	1	-1
CCSc1nnc(NC(=O)c2c(C)noc2C)s1	2	-5	·	16	2	-0.1	-1	1
CO[C@H]1CN(C)C(=O)c2ccc(NC(=O)C3CC3)cc2OC[C@H](C)N(CCC(F)(F)F)C[C@H]1C	1	8	-8	·	2	-0.4	1	4
CCc1ccc(NC(=O)c2ccc(NC3=NC4CS(=O)(=O)CC4S3)cc2)cc1 (stereo unspecified)	0	-14	-3	-15	-5	0.0	-4	-1
Cc1ccc(NC(=O)CSc2ccc(-c3cccnc3)nn2)cc1Cl	-2	-6	0	1	·	·	-2	-1
Cc1ccnc(NC(=O)c2ccc(S(=O)(=O)c3ccccc3)cc2)c1	-4	6	·	·	-4	0.0	·	-4
CCCC(c1nnnn1CC1CCCO1)N1CCN(c2cc(Cl)ccc2C)CC1 (stereo unspecified)	·	-4	1	-18	·	·	-6	·
C[C@@H]1CN([C@@H](C)CO)C(=O)c2cc(/C=C/c3ccccc3)cnc2O[C@@H]1CN(C)Cc1cccnc1	14	-5	-9	?	-1	-0.4	-3	-5
O=C(OCCOCn1cc(Br)c(=O)[nH]c1=O)c1ccccc1	2	-7	·	15	-1	0.0	2	-2
Cc1ccccc1S(=O)(=O)N1C[C@H](O)COC[C@H]2O[C@@H](CC(=O)O)CC[C@@H]21	0	1	-15	0	0	0.1	1	0
COc1ccccc1N(C(=O)c1csnn1)C(C(=O)NC1CCCC1)c1ccccc1 (stereo unspecified)	-10	-7	-5	·	-1	0.0	-1	1
Continuation.
SMILES	S100A4 MyoIIA	LGR2 inh	C2C12 statin	PGC1a acetyl inh	ERAP1 inh	Xi reactivation	Cneo AK release	SIRT5 inh
C[C@H](CO)N1C[C@H](C)[C@@H](CN(C)Cc2ccc(C(=O)Nc3ccccc3N)cc2)OCc2cn(nn2)CCCC1=O	6	7	11	6	1	-0.3	-4	7
COc1ccc(S(=O)(=O)N(C)C[C@H]2Oc3ccc(NS(=O)(=O)c4ccccc4)cc3CC(=O)N([C@@H](C)CO)C[C@H]2C)cc1	7	-24	-14	-6	-3	-1.0	-2	-2
O=C(Cn1nc(Cc2ccncc2)c2ccccc2c1=O)N1CCN(C(=O)c2ccco2)CC1	-1	4	2	13	·	-0.1	-1	·
C[C@@H]1CN([C@H](C)CO)C(=O)c2cccc(NC(=O)c3ccno3)c2O[C@H]1CN(C)S(=O)(=O)c1cccs1	-38	5	·	4	2	0.2	1	8
Cc1c(C)c2ccc(OCC(=O)N[C@@H](Cc3c[nH]c4ccccc34)C(=O)O)cc2oc1=O	-3	17	11	3	2	·	0	2
COc1ccc(NC(=O)N2CCCCN3[C@@H](CO)[C@@H](c4ccc(C#Cc5ccccc5)cc4)[C@@H]3C2)cc1	-13	·	·	-44	-3	·	9	4
CCNC(=O)C1(C)CCCN(C(=O)c2ccnc(Cl)c2)C1 (stereo unspecified)	-16	-8	-2	-1	-8	0.1	0	-2
COc1ccccc1CNC(=O)C[C@H]1C=C[C@@H](NC(=O)CN(C)C)[C@H](CO)O1	-34	-15	-3	-5	3	0.2	-4	3
O=C(Cc1ccccc1)N1CC[C@@H]2[C@H]1c1cc(-c3ccccc3F)ccc1N[C@@H]2CO	6	-3	33	-4	-3	-0.1	3	1
O=C(CCCN1C(=O)c2cccnc2C1=O)Nc1ccccc1F	2	22	·	3	1	0.1	·	0
Cn1c(Cn2c(=O)sc3ccccc32)nnc1SCC(=O)N1CCCC1	-5	-2	-9	-1	4	0.0	0	-4
O=C(CN1C(=O)S/C(=C/c2cccs2)C1=O)N1CCCC1	-3	-4	-6	·	2	0.1	-1	-1
Cc1cc(NC(=O)CCC(=O)N(c2ccccc2)C(C)C(=O)NC2CCCC2)no1 (stereo unspecified)	1	18	17	-2	-1	0.1	-1	-5
NC(=O)c1c(NC(=O)c2ccccc2C(=O)O)sc2c1CCCC2	-1	4	-9	4	-49	0.1	0	1
COc1cc(C2Nc3ccccc3C(=O)N2NS(C)(=O)=O)c([N+](=O)[O-])cc1OC (stereo unspecified)	-4	-1	-16	-5	1	0.0	-4	-1
COc1ccc(S(=O)(=O)N[C@H]2CC[C@@H](CCNC(=O)CN3CCOCC3)O[C@@H]2CO)cc1	14	13	3	9	1	0.8	1	0
CC1(C(=O)Nc2ccc(F)cc2F)CCN1C(=O)Cc1ccc(Cl)cc1Cl (stereo unspecified)	-3	-1	-1	-1	-10	0.3	-1	-4
O=C(C1CCOCC1)N1C[C@H]2[C@@H](c3ccccc31)[C@@H](CO)N2C(=O)Cc1ccccn1	16	-4	2	2	-3	0.0	-11	-3
NS(=O)(=O)c1ccc(CCNC(=O)CNC(=O)c2ccc(F)cc2)cc1	-4	-9	6	15	-2	0.0	3	-2
COc1ccc(NC(=O)Nc2ccc3c(c2)C(=O)N([C@@H](C)CO)C[C@@H](C)[C@H](CN(C)CC2CCCCC2)OCCCC[C@H](C)O3)cc1	11	12	-95	-9	1	-0.1	2	9
Nc1ccc(Cl)cc1C(=O)c1ccc[nH]1	0	·	7	2	1	0.0	2	·
Cc1sc2nc(SCC(=O)Nc3cccc(S(N)(=O)=O)c3)[nH]c(=O)c2c1C	-6	-1	-13	19	4	0.0	-1	9
OCC1(CO)COC(c2ccccc2)=N1	-4	5	·	·	-1	0.2	·	0
Cc1ccc(N2C(=O)C3C4C=CC(CC4)C3C2=O)c([N+](=O)[O-])c1 (stereo unspecified)	-7	6	-2	-10	-2	0.0	-1	-3
COc1cc(-c2cc(=O)c3c(O)c(OC)c(OC)cc3o2)cc(OC)c1O	-2	-20	-11	-2	·	·	-5	·
Other compounds.
SMILES	S100A4 MyoIIA	LGR2 inh	C2C12 statin	PGC1a acetyl inh	ERAP1 inh	Xi reactivation	Cneo AK release	SIRT5 inh
Cc1cc(=O)c(C(=O)Nc2ccc(N3CCOCC3)cc2N2CCOCC2)nn1-c1ccccc1Cl	0	23	-1	-6	3	0.0	-3	-7
CC(C)CN(C(=O)COC(=O)COc1ccc2ccccc2c1)c1c(N)n(Cc2ccccc2)c(=O)[nH]c1=O	-1	5	0	·	-1	-0.1	-2	0
COc1ccc(CC(N)c2csc(NC(=O)c3cc(C(C)(C)C)oc3C)n2)cc1 (stereo unspecified)	-7	-104	4	2	-1	0.1	1	-3
Cc1ccc(C(=O)CC(=O)c2ccc(C(C)(C)C)cc2)cc1	10	-49	·	·	2	0.0	1	-2
O=C(CCN1C(=O)/C(=C/c2cccs2)SC1=S)Nc1ccccc1O	18	-6	7	19	0	0.4	2	-4
O=C(NCc1ccccc1CN1CCCC1)C1CCN(C(=O)c2ccc(F)cc2)CC1	-4	2	2	-4	1	-0.1	1	0
COc1cccc(/C=C2\N=C(c3c(-c4ccccc4)noc3C)OC2=O)c1	-6	2	10	-5	-6	·	0	-5
O=C(C1=NN[C@@H]2C(=O)N(c3ccccc3C(F)(F)F)C(=O)[C@H]12)c1cnccn1	1	2	·	-6	·	0.1	·	·
Cc1ccc(NC(=O)C(C)OC(=O)COc2cccc(C(F)(F)F)c2)cc1 (stereo unspecified)	8	2	0	0	2	0.0	-1	1
O=C(Nc1nc2ccccc2n1CCN1CCOCC1)c1ccc(Cn2cc([N+](=O)[O-])cn2)o1	-2	1	-1	·	2	0.0	5	-1
COc1ccc(-c2cc3nc(NCCNC(C)=O)n(C)c(=O)c3s2)c(C)c1	-4	-8	-3	·	0	-0.1	1	-3
COCc1cc(C)n(CC(=O)N/N=C/c2ccc(-c3ccc(Cl)c(C(=O)O)c3)o2)c(=O)c1C#N	·	4	·	-2	·	0.0	0	·
Cc1ccc(-c2cc(C(=O)Nc3cc(C)on3)c3ccccc3n2)c(C)c1	-2	8	30	-7	1	0.3	0	·
N#C[C@@H]1[C@H](c2ccc(C#Cc3ccc(F)cc3)cc2)[C@@H](CO)N1C(=O)C1CC1	11	-11	10	-11	-1	0.1	11	0
CCc1ccc(OCC(=O)NC(=S)Nc2ccc(Br)c(C)n2)cc1	-5	8	·	·	-3	0.3	·	-5
C/C(=C\C(=O)c1ccc(Br)cc1)NNC(=O)c1ccccc1	3	10	·	·	·	0.4	·	0

Rewritten with two lines to a compound: part of the list above
Order of values: S100A4 MyoIIA | LGR2 inh | C2C12 statin | PGC1a acetyl inh | ERAP1 inh | Xi reactivation | Cneo AK release | SIRT5 inh
COc1ccc(S(=O)(=O)N[C@H]2CC[C@@H](CCNC(=O)CN3CCOCC3)O[C@@H]2CO)cc1
→ 14 | 13 | 3 | 9 | 1 | 0.8 | 1 | 0
O=C(C[C@@H]1C=C[C@@H](NC(=O)CN2CCOCC2)[C@@H](CO)O1)NC1CCCCC1
→ 3 | -9 | -6 | -11 | -1 | 0.0 | -5 | 1
CCc1ccc(NC(=O)c2ccc(NC3=NC4CS(=O)(=O)CC4S3)cc2)cc1 (stereo unspecified)
→ 0 | -14 | -3 | -15 | -5 | 0.0 | -4 | -1
C[C@H](CO)N1C[C@H](C)[C@@H](CN(C)Cc2ccc(C(=O)Nc3ccccc3N)cc2)OCc2cn(nn2)CCCC1=O
→ 6 | 7 | 11 | 6 | 1 | -0.3 | -4 | 7

Screens: PubChem BioAssay, Broad Institute
